UBC9 SUMO inh: SUMOylation inhibition; HTRF SUMOylation assay, SAE1/SAE2 + UBC9, in vitro; inhibition, % at 35 µM; 290,000 tested, 0.36% active; AID 2006; in the data active means inhibition above about 50%, passing the limit was not always enough; further: strong numbers were not always called active
PfM18AAP inh: PfM18AAP enzyme inhibition | recombinant PfM18AAP, H-Glu-NHMec fluorogenic cleavage | 290,000 tested, 1.2% active | inhibition, % at 7.35 µM;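 active means inhibition above the campaign mean inhibition over all tested compounds plus 3 SD, cut at about 28% in these data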;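 further: 0% = plate median of test compound wells and 100% = 2 mM ZnCl2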
IDE cell activ: IDE (human) activation, cell-based; P14735; AID 493087; 340,000 tested, 0.073% active; activation, % at 5.96 µM; HEK cells, FAbeta-B cleavage, fluorescence polarization; 0% vehicle, 100% cell-free pure enzyme wells;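 active means activation above the mean of all tested compounds plus 3 SD, set per screening campaign, cut at about 17% in these data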
Target sequence (P14735 whole entry, looked up): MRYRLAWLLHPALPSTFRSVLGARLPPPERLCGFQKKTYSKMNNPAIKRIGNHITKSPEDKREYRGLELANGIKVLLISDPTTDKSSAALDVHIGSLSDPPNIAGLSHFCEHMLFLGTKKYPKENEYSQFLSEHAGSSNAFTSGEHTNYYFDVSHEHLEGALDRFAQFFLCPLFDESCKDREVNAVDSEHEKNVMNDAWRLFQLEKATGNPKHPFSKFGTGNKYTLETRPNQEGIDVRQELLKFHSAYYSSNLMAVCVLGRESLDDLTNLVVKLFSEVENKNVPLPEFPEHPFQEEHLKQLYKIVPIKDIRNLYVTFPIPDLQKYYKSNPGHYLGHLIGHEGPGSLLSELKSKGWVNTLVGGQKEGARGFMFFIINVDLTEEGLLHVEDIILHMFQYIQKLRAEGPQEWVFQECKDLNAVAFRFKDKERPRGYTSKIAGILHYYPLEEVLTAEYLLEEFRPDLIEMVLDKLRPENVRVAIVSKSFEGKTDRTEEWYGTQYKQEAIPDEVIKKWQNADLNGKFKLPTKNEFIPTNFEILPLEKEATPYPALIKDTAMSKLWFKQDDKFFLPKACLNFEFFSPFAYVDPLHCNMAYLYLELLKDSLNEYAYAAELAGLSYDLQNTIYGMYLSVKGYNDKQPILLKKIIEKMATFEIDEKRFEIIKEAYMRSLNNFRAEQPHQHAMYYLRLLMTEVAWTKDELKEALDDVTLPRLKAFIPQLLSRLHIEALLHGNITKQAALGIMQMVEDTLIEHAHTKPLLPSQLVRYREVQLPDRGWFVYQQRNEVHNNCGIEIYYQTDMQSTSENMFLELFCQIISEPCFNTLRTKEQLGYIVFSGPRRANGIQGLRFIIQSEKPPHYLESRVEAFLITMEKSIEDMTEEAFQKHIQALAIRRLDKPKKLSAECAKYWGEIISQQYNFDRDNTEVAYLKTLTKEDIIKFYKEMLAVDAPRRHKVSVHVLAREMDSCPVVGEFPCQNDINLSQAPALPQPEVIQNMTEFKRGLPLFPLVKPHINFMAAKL
HCV NS3 hel inh: HCV NS3 helicase inhibition | NS3 helicase DNA unwinding, Cy5 molecular beacon fluorescence | inhibition, % at 10.9 µM | 290,000 tested, 0.56% active;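 active means inhibition above the mean of all tested compounds plus 3 SD, set per campaign, cut at about 35% in these data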;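 further: 0% = DMSO wells and 100% = thioflavine S control wells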
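Material: hepatitis C virus NS3 helicase domain fragment enzyme; measured by: Cy5 fluorescence, 0 and 60 min reads; control set: DMSO and thioflavine S; incubation: 60 min unwinding reaction at 25 °C after ATP addition; read-out basis: % inhibition from 60/0 min fluorescence ratio, DMSO 0%, thioflavine S 100%; repeats: singlicate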
IMP-1 inh: inhibitors of Pseudomonas aeruginosa IMP-1 metallo-beta-lactamase; AID 1556; purified IMP-1, nitrocefin hydrolysis, epi-absorbance fluorescence; 290,000 tested, 0.45% active; inhibition, % at 5.6 µM;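 active means inhibition above the mean plus 3 SD of all compounds in the same screening run, cut at about 4.5% in these data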;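 further: 0% = IMP-1 with DMSO and 100% = DMSO wells lacking enzyme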
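Assay system: purified recombinant IMP-1 beta-lactamase. Input: IMP-1 0.2 nM before substrate addition. Buffer or medium: Zinc- and detergent-supplemented HEPES buffer, pH 7.1. Schedule: 25 °C, 15 min preincubation, 25 min reaction. Signal: Epi-absorbance fluorescence, 480 nm excitation, 530 nm emission. Evaluation: percent inhibition from optical density relative to buffer-blank wells.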
IDE cell inh: cellular human IDE inhibition; 320,000 tested, 0.41% active; inhibition, % at 5.59 µM; HEK cells, FAbetaB cleavage, fluorescence polarization; AID 434962;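 active means percent inhibition above the average of all tested compounds plus 3 SD, set per screening campaign, cut at about 16% in these data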;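 further: IDE supplied by intact live HEK cells; FP after avidin binding of uncleaved biotin substrate so inhibition keeps polarization high; 0% = DMSO wells and 100% = 60 µM reference IDE inhibitor Ii1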
p-CIP stab down: p/CIP protein destabilization | Q05BA5 | F442A p/CIP-EGFP cells, EGFP fluorescence, 16 h | decrease of EGFP signal, % at 10 µM | 290,000 tested, 0.01% active | AID 1984;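 active means EGFP signal decrease of at least 30% at 10 µM or well 3 SD below plate mean, unless failing retest; inactive means the rest, including hits failing retest or dose response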; further: some compounds called inactive have numbers as strong as hits; many of its hits are not listed in these tables
VIM-2 inhibitor: inhibitors of Pseudomonas aeruginosa VIM-2 metallo-beta-lactamase. purified VIM-2, nitrocefin hydrolysis, epi-absorbance fluorescence. inhibition, % at 5.6 µM. 290,000 tested, 0.89% active;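 active means inhibition above the mean of all tested compounds plus 3 SD, cutoff set per screening run, cut at about 7.5% in these data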;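 further: red hydrolysis product quenches plate fluorescence so inhibitors raise well fluorescence; 0% = enzyme with DMSO and 100% = DMSO without enzyme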
DNA FID counter: fluorescent intercalator displacement, NS3 helicase counter-screen. 290,000 tested, 0.17% active. inhibition, % at 7.9 µM. DNA fluorescent intercalator displacement, fluorescence; in the data active means inhibition above about 37%;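 further: 0% = vehicle and 100% = reference compound; higher means more ethidium bromide displaced from hairpin DNA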
An asterisk follows results filed as active; . = no result given.

SMILES	UBC9 SUMO inh	PfM18AAP inh	IDE cell activ	HCV NS3 hel inh	IMP-1 inh	IDE cell inh	p-CIP stab down	VIM-2 inhibitor	DNA FID counter
COc1ccc(NC(=O)Cn2nnc(C(=O)Nc3ccccc3C)c2N)cc1	6.3	-0.1	5.6	-13.7	-4.2	2.2	-9.5	0.1	6.7
CCc1cccc(N(CC(=O)NC2CCCCC2)C(=O)c2csnn2)c1	15.2	-16.1	3.8	-9.2	-1.3	0.1	-11.5	-0.2	-29.1
CCN1CNC(=S)N(C(C)c2ccccc2)C1 (stereo unspecified)	4.5	-16.2	2.0	0.6	0.4	-1.7	2.9	1.3	-3.6
O=C(Cn1c(CO)nc2ccccc21)NCCc1ccccc1	2.8	-4.2	2.7	-5.6	-2.8	4.0	-4.1	-3.6	2.3
COc1ccc(-c2nc3c(c4nnc(SC(C)C(=O)Nc5ccc(C)cc5)n24)COC(C)(C)C3)cc1 (stereo unspecified)	-7.3	1.1	1.9	-4.8	-3.4	-1.0	6.2	-0.7	-3.7
CCCOc1c(OC)cccc1C1CC(=O)Nc2cc3c(cc21)OCO3 (stereo unspecified)	-8.4	0.5	-1.6	-4.1	-3.1	2.5	-15.7	-1.9	-26.8
COC(=O)CS(=O)(=O)c1ccsc1C(=O)Nc1ccc(F)c(F)c1	-8.4	-9.4	-1.6	-1.9	-0.6	-3.6	6.6	-3.1	2.0
COc1ccc(N=C2SC(CC(=O)Nc3ccccc3F)C(=O)N2Cc2ccco2)cc1 (stereo unspecified)	-5.3	-6.0	1.2	-19.4	-3.3	-4.4	-2.6	-1.9	-23.4
O=C1C2=C(SCCS2)C(=O)N1CCCO	2.8	10.3	6.8	2.0	-2.0	-3.8	11.0	0.2	0.4
Cc1cc(OCC(=O)N2CCC(C(=O)O)CC2)c2c(C)c(C)c(=O)oc2c1	41.3	3.3	-2.2	1.2	-2.4	5.7	0.1	-0.8	-12.0
COc1cccc(OC)c1OCCCCCCN1CCN(C)CC1	0.4	-10.2	5.6	-17.0	-0.9	2.4	-0.5	-0.6	0.7
CC1CCN(CCCNC(=O)c2cc3c(Cl)nc4ccccc4c3s2)CC1	25.1	0.5	3.8	-22.8	0.5	4.8	9.2	23.2*	20.1
Cc1[nH]n(-c2ccccc2)c(=O)c1N=Nc1nccs1	2.7	-2.2	7.2	10.0	-6.8	1.1	7.1	-6.3	-0.4
COc1ccc(NC(=O)CNS(=O)(=O)c2cccs2)cc1	2.3	-3.6	4.5	4.0	-1.9	8.2	4.9	0.3	-5.9
C[C@@H]1C(=O)O[C@H]2[C@H](O)[C@@]34[C@H]5C[C@@H](C(C)(C)C)[C@]36[C@@H](OC(=O)[C@@H]6O)O[C@@]4(C(=O)O5)[C@@]12O	8.9	2.7	0.6	12.9	-1.8	0.0	0.3	-1.4	-4.0
CNC(=O)CSc1nnc(-c2ccco2)n1-c1ccccc1	-11.1	-0.2	4.3	13.8	0.1	6.3	-8.6	-2.0	-3.1
O=C(NC1CCN(S(=O)(=O)c2ccc(F)cc2)CC1)c1cccc(F)c1	-1.9	-6.5	3.6	3.4	-3.5	13.2	2.6	-2.9	-12.1
CC(C)CC(C(=O)NC(=O)NCc1ccccc1)N1C(=O)c2ccccc2C1=O (stereo unspecified)	-8.4	2.2	5.8	-7.2	-0.9	-5.3	-9.3	-1.1	-0.6
CCCCC(=O)Nc1c(O)c2ccccc2[nH]c1=O	19.2	18.0	-7.8	1.2	-2.1	2.9	-25.9	-2.1	3.3
O=C(CNS(=O)(=O)c1ccccc1)N1CCN(Cc2ccccc2)CC1	-2.9	3.2	-1.7	1.9	-3.0	0.7	-50.1	-1.5	-13.7
COC(=O)CC/C(O)=C1/C(=N)CC(C)(C)CC1=O	4.3	0.9	-0.9	10.5	-5.1	3.4	1.7	-3.4	-1.9
Cc1ccccc1CNC(=O)c1cc(COc2ccc(F)cc2F)on1	1.7	4.5	2.3	-7.9	-3.0	-1.4	-5.5	-2.1	-9.7
O=c1cc(O)c2ccccc2n1Cc1ccccc1	-4.1	1.5	-2.9	3.5	-3.1	5.1	-7.0	-0.8	-3.1
O=C(CC(c1ccccc1)c1ccco1)N1CCOCC1 (stereo unspecified)	8.5	-1.7	-6.0	-6.0	-5.6	0.6	0.2	-1.9	-3.8
COc1ccc(NC(=O)C2CCN(S(=O)(=O)c3c(C)noc3C)CC2)cc1	18.4	2.7	-3.8	6.3	-2.4	3.2	-5.4	-2.4	-21.0
O=C(CSc1nnc(NC(=O)Cc2ccc(F)cc2)s1)NCc1ccco1	-14.5	-1.4	7.1	-6.7	-2.2	1.6	3.8	-1.1	-8.7
COc1ccc(C(c2oc(CO)cc(=O)c2O)c2oc(CO)cc(=O)c2O)cc1	-12.7	-0.1	2.0	11.3	-3.3	6.3	-0.2	-0.9	-12.8
CC(NC(=O)c1ccc2c(c1)OCO2)C1CCCO1 (stereo unspecified)	-9.2	-7.6	-4.4	12.0	-1.9	-0.4	5.5	-3.9	-2.4
CCOc1ccccc1NS(=O)(=O)c1ccc2c(c1)n(C)c(=O)c(=O)n2C	4.0	-6.9	-2.5	-1.4	-0.1	5.0	-5.0	0.1	-4.2
COc1ccc(NC(=O)/C(C#N)=C\c2ccc(-c3cccc(C(=O)O)c3C)o2)cc1	7.5	-6.1	3.9	7.3	-1.2	-0.3	-1.4	-0.4	-31.4
Cc1ccc2cccc(NC(=S)NC(=O)c3c(Br)cnn3C)c2n1	-23.5	5.7	6.7	-0.9	-3.7	-1.2	6.0	-3.8	-2.7
C/C=C/c1ccc(OCC(=O)Nc2ccc(C(N)=O)cc2)c(OC)c1	-16.1	4.8	2.8	4.8	-0.6	3.4	-6.9	1.6	-23.4
Cc1cc(C)c2c3c(sc2n1)C(c1cccc(F)c1)C(C#N)=C(N)O3 (stereo unspecified)	21.0	-1.2	-6.3	1.1	-1.5	8.6	-6.2	1.2	-1.3
COc1ccc(OC)c(CNc2ncc(-c3cccc([N+](=O)[O-])c3)n2C)c1	14.7	3.6	-4.0	-6.8	-2.4	-0.8	-13.5	-1.8	7.0
CCOC(=O)c1[nH]c2ccccc2c1NC(=O)c1ccco1	-8.6	1.8	2.8	-4.4	-2.5	-1.9	3.8	-1.0	-6.3
COc1ccccc1OCc1nc2ccccc2n1C	-0.7	-5.7	-1.3	-3.7	-3.2	11.3	13.0	-1.8	-12.9
CCCN1C(=O)C(O)(c2c(C)[nH]c3ccccc23)c2ccccc21 (stereo unspecified)	23.9	-4.3	-4.7	1.5	-0.9	1.9	-0.1	-2.1	-8.8
Cc1cc(C(=O)NNC(=S)NC(C)c2ccccc2)c2ccccc2n1 (stereo unspecified)	-98.5	6.0	4.0	-0.5	1.2	-0.5	0.1	-4.5	-8.8
CCc1cc2c(SCC(=O)C(C#N)=C3N(C)c4ccccc4N3C)ncnc2s1	11.4	2.0	-5.5	2.0	-2.7	-3.3	-19.1	-2.6	-7.1
Cc1ccc(CNc2nnnn2C)cc1	11.9	-6.5	0.8	-1.8	-1.3	-4.3	-4.3	-1.7	-1.2
Cc1c(C(=O)NNC(=S)Nc2cccc(Cl)c2)nnn1-c1ccccc1	-44.4	9.0	1.4	11.6	-2.4	2.4	-9.2	-6.3	-13.1
COc1ccc(CN2CN(c3ccc(Cl)cc3)C(=O)N(n3cnnc3)C2)cc1	27.0	50.7*	7.0	0.0	-0.1	-0.5	-2.8	0.0	-4.5
CCN(C1CCCCC1)S(=O)(=O)c1cn(C)c(=O)n(C)c1=O	-3.5	7.0	2.3	5.3	-5.6	0.5	-8.7	-4.9	-5.5
COCCNC(=O)CN(C(=O)c1ccc(N2CCCC2)nc1)c1ccc(F)c(Cl)c1	2.4	3.7	5.6	6.6	-2.8	.	-6.4	-0.9	-38.3
Cc1ccc(S(=O)(=O)/C(=C\N(C)C)c2cnc(Cl)s2)cc1	2.9	7.6	0.5	3.5	-3.1	1.7	-17.5	-1.8	-3.8
O=C(CN1CCC(NC(=O)Nc2ccccc2)CC1)Nc1cccc([N+](=O)[O-])c1	1.7	3.9	0.2	-16.8	-2.4	-0.5	-5.8	-4.8	16.6
O=C(CCC(=O)OCC(=O)c1ccc(Br)cc1)NC1CCCCC1	13.8	7.7	0.0	-6.2	-3.8	5.4	-6.9	-0.7	-28.3
O=C(NNS(=O)(=O)c1ccccc1[N+](=O)[O-])c1cc2ccccc2cc1O	12.4	25.5	-2.0	20.8	-0.6	0.8	0.4	-2.5	-6.0
Cc1cc(-c2[nH]nc3c2C(c2ccc(Cl)cc2)C(C#N)=C(N)O3)c(C)s1 (stereo unspecified)	-4.5	8.6	4.8	-1.2	-3.8	1.4	-3.0	0.6	-18.5
COc1cc(Cl)c(NS(=O)(=O)c2cc3[nH]c(=O)c(=O)[nH]c3cc2C)c(OC)c1	3.8	6.4	8.6	9.4	1.2	-1.6	7.5	1.2	-2.4
O=C(Nc1cc2c(cc1Cl)OCCCO2)c1ccccc1	10.2	-1.2	-0.4	6.7	-3.5	2.7	-3.5	-3.3	-10.6
Cc1cccc(C)c1OCc1cc(C(=O)NC2CCC(O)CC2)no1 (stereo unspecified)	5.2	1.6	5.2	2.3	-2.2	-5.8	-13.3	-2.1	-20.4
CCOc1ccc(NC(=O)CSc2nnc(-c3ccco3)n2C)cc1	-17.7	-9.5	-6.9	1.5	-2.0	6.0	-2.6	-1.6	-7.7
COc1ccc(N2CCN(c3ncnc4nc[nH]c34)CC2)cc1	5.5	5.6	-0.4	-4.5	-3.8	-0.8	-0.1	4.7	-12.0
COc1ccc(C(=O)OCCN2CCCCC2)cc1	-2.2	-6.9	1.1	4.9	-1.6	2.1	-5.8	-2.9	1.0
COc1ccc(-n2c(C)nc3cc(C(=O)NCc4ccco4)ccc32)cc1	18.3	12.5	5.1	-7.2	1.5	6.3	5.0	1.2	-13.3
CCOCCCNCc1c(Cl)cccc1Cl	5.0	-9.0	7.3	7.8	-0.5	-0.1	-1.7	-1.6	9.8
CC(C)Cc1cc(C(=O)N2CCN(C(c3ccccc3)c3ccccc3)CC2)no1	-29.0	-1.8	-0.7	6.6	-6.0	-0.5	-11.7	-4.1	-26.3
Cc1ccc(NC(=S)N/N=C2\CCCCC2C)cc1 (stereo unspecified)	6.1	10.3	2.0	-22.9	-2.1	2.4	0.9	-3.6	-3.0

Exported with values under each structure: part of the list above
Values run as follows: UBC9 SUMO inh | PfM18AAP inh | IDE cell activ | HCV NS3 hel inh | IMP-1 inh | IDE cell inh | p-CIP stab down | VIM-2 inhibitor | DNA FID counter
O=C(CN1CCC(NC(=O)Nc2ccccc2)CC1)Nc1cccc([N+](=O)[O-])c1
→ 1.7 | 3.9 | 0.2 | -16.8 | -2.4 | -0.5 | -5.8 | -4.8 | 16.6
CCOCCCNCc1c(Cl)cccc1Cl
→ 5.0 | -9.0 | 7.3 | 7.8 | -0.5 | -0.1 | -1.7 | -1.6 | 9.8

Screens: PubChem BioAssay, several laboratories

No enrichment for hits. Share with any hit: about 3.6%.
